Screens as filed in PubChem BioAssay.
KKLEB tox: CF airway cell cytotoxicity counter-screen; KKLEB CF airway cells viability, ATPlite luminescence, overnight; hits give low values; cells stimulated with P. aeruginosa culture filtrate; activity change (cytotoxicity), % at 5 µM; hit rate 0.36% among 360,000;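 active = corrected activity change at or below -50% at 5 µM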
C8 TRAIL sens: caspase-8 TRAIL sensitization; NB7+C8 cells + TRAIL, ATPlite viability luminescence; hit rate 1% among 360,000; inhibition (viability loss, TRAIL sensitization), % at 10 µM; AID 624354;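 active = compounds causing at least 50% loss of cell viability in the single-dose screen, relative to plate controls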
NCOA3 inh: human NCOA3 inhibition. HEK293 GAL4-SRC3 luciferase reporter, luminescence. inhibition, % at 3.6 µM. hit rate 0.17% among 360,000;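 active = inhibition above a per-campaign cutoff, the mean of all compounds plus 3 SD, cut at about 60% in these data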;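 note: 0% = DMSO-treated cells and 100% = gossypol-treated cells at 36 µM; higher means less SRC3-driven luciferase light from the GAL4 reporter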
Target sequence (Q9Y6Q9 whole entry, looked up, the tested form may be a part): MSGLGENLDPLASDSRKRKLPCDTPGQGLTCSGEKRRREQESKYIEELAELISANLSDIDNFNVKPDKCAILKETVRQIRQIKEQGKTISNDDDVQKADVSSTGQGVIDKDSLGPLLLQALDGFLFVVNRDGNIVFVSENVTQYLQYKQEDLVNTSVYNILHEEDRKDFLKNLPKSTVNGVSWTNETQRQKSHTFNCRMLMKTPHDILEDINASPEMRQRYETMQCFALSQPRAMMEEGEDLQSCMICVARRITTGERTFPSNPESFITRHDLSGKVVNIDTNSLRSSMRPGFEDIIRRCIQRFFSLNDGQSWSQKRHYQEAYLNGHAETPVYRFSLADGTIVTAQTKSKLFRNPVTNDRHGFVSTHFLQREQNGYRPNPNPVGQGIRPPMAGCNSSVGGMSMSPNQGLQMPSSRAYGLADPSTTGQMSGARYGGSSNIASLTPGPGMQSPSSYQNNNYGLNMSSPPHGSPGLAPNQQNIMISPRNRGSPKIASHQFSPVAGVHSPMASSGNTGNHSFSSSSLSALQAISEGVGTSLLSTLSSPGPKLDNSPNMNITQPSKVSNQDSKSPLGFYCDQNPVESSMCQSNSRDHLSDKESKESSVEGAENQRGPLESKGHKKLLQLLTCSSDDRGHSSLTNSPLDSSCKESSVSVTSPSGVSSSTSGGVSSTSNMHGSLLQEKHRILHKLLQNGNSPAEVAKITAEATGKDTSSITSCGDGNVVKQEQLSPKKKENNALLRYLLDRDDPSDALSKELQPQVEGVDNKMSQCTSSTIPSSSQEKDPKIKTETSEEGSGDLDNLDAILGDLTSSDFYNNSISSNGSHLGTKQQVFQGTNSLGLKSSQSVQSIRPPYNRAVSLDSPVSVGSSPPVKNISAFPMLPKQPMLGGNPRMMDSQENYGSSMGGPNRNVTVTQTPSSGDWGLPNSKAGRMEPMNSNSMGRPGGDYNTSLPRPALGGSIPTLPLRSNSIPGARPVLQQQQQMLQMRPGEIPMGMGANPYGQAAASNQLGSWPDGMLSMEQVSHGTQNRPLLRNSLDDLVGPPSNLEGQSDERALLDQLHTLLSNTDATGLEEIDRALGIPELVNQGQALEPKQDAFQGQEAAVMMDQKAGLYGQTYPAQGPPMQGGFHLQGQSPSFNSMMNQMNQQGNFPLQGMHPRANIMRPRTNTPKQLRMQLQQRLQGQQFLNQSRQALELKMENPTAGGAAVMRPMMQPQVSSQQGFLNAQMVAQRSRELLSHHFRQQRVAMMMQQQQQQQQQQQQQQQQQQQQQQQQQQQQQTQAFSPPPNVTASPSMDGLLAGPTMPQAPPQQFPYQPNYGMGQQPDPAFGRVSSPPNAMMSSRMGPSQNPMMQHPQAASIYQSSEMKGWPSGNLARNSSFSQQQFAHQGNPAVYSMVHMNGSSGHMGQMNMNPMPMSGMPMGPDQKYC
SRC2 inh: inhibits human steroid receptor coactivator 2 | inhibition, % at 9 µM | Q15596 | hit rate 0.17% among 370,000 | HEK293 GAL4-SRC2 luciferase reporter, luminescence;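 active = inhibition above the mean inhibition of all tested compounds plus 3 SD, set per campaign, cut at about 52% in these data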;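 note: 0% = DMSO treated cells and 100% = cells given Gossypol at 36 µM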
TWEAK-Fn14 inh: TWEAK-Fn14 signaling inhibition; TWEAK-stimulated Fn14 reporter cells, luciferase luminescence, 8 h; inhibition, % at 10 µM; hit rate 2% among 360,000; AID 1159606; in the data active = inhibition above about 50%
CF NFkB inh: inhibitors of cystic fibrosis induced NF-kB. hit rate 0.86% among 360,000. KKLEB NF-kB-GFP reporter, PAF-induced, GFP fluorescence overnight. inhibition, % at 5 µM;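 active = at least 50% inhibition at 5 µM, scaled per plate between neutral and stimulator controls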;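 note: PAF is a Pseudomonas aeruginosa culture filtrate used as stimulus; plate controls were PAF-stimulated DMSO wells for no effect and unstimulated DMSO wells for full effect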
NR2F2 inh: blocks human COUP-TFII nuclear receptor; HEK293T NGFI-A luciferase reporter, luminescence; AID 686940; P24468; hit rate 0.7% among 370,000; inhibition, % at 8.6 µM;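 active = inhibition above a per-plate cutoff, mean inhibition of test wells between control levels plus 3 SD, cut at about 38% in these data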;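 note: cells cotransfected with COUP-TFII expression vector driving the NGFI-A reporter; 0% = median of COUP-TF2 test wells and 100% = reporter-only cells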
TROY signal inh: inhibitors of TROY-dependent NF-kB signaling; Q293 LMP1-TROYcd NF-kB luciferase reporter, 4 h; inhibition, % at 10 µM; hit rate 0.98% among 360,000; AID 1347056;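 active = compounds whose plate-normalised and pattern-corrected inhibition of the luciferase reporter signal at the single screening dose is 50% or more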
NCOA1 inh: inhibitors of human steroid receptor coactivator 1 (SRC1) | Q15788 | HEK293 GAL4-SRC1 luciferase reporter, luminescence | inhibition, % at 3.6 µM | hit rate 0.12% among 360,000;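 active = inhibition above the campaign mean plus 3 SD, with each screening campaign given its own cutoff, cut at about 60% in these data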;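 note: 0% = DMSO treated cells and 100% = gossypol at 36 µM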
EBV LMP1 NFkB: Epstein-Barr LMP1 NF-kappaB reporter inhibition. hit rate 0.69% among 350,000. LMP1-induced NF-kappaB luciferase reporter cells, luminescence. inhibition, % at 12.5 µM. AID 504558; in the data active = inhibition above about 41%;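 note: 0% = neutral control wells and 100% = reference inhibitor control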
LRH-1 inv ag: NR5A2 inverse agonism in reporter assay | HEK293T StAR-luciferase reporter, LRH-1 transfected, 24 h | AID 602396 | hit rate 0.13% among 360,000 | O00482 | inhibition, % at 3.6 µM;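 active = inhibition above the mean inhibition of all tested compounds plus 3 SD, cut at about 73% in these data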;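 note: 0% = DMSO wells and 100% = reporter-only cells lacking LRH-1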
* hit, by the source's call; . = no result given; & = joins results of further samples.

1) FC(F)(F)c1ccccc1Cc1c(-c2ccccc2)nc2ccc(Br)cn12
2) O=C(NCc1cccs1)c1cc(S(=O)(=O)N2CCCCC2)ccc1Cl
3) Cc1ccc(S(=O)(=O)NCc2ccccc2)cc1C(=O)NCC(=O)Nc1c(C)cccc1C
4) O=C(Cn1cnc([N+](=O)[O-])c1)NCc1ccc(F)cc1
5) O=C(NCc1ccccc1CN1CCCC1)c1cc2ccccc2o1
6) CC(C)CNC(=O)CCc1nc(-c2ccccc2)no1
7) Cc1cccc(C(=O)NCC(=O)N2CC=C(c3ccccc3)CC2)c1
8) O=C1NC[C@H](Cc2ccccc2)N(C[C@H]2CCCN2C[C@H](Cc2ccccc2)N2C[C@H](Cc3ccccc3)N(CC3CCCCC3)C(=O)C2=O)C1=O
9) CCOc1ccc(Br)cc1S(=O)(=O)NC1CCCC1
10) COC(=O)C1=C(C)N(C)C(=S)NC1c1ccccc1 (centres undefined)
screen / no.	1	2	3	4	5	6	7	8	9	10
KKLEB tox	-21	-1	5	4	-8	4	-10	-4	15	12
C8 TRAIL sens	2	-14	-21	-24	-7	-13	19	0	-6	-4
NCOA3 inh	-34	19	10	5	6	27	8	-28	-1	19
SRC2 inh	-22	4	3	3	14	26	3	-28	4	5
TWEAK-Fn14 inh	-11	-10	2	-1	3	47	8	17	-3	-2
CF NFkB inh	22	-9	-20	-4	4	-4	11	8	12	-3
NR2F2 inh	-21	-3	15	13	22	5	11	9	-4	-1
TROY signal inh	-31	6	26	-5	-17	49	4	39	8	-25
NCOA1 inh	-35	-37	5	3	4	9	0	-4	-8	10
EBV LMP1 NFkB	.	-4	2	3	2	7	4	3	1	9
LRH-1 inv ag	-56	-5	-5	0	-27	-18	6	19	-1	-13

11) O=C(Nc1cccc(-n2cnnn2)c1)c1cccs1
12) Cc1ccc(N2C(=O)C3N=NN(CC(=O)N4N=C(c5cccc6ccccc56)CC4c4ccccc4)C3C2=O)cc1 (centres undefined)
13) CN(C)/C=C/C(=O)c1cnc(-c2ccccc2)s1
14) Cc1nn(CC(=O)NC(C)CCc2ccccc2)c(=O)c2nn(-c3ccccc3)c(C)c12 (centres undefined)
15) COc1ccc(C(CCNCc2ccc(OC(C)C)cc2)C(C)C)cc1 (centres undefined)
16) Oc1ccc(C[C@@H](CN2CCCC2CN2C(=S)NC[C@@H]2Cc2ccccc2)N2C[C@H](Cc3ccccc3)N(CC3CCCCC3)C2=S)cc1 (some centres undefined)
17) O=C(c1cccs1)N1C[C@@H](O)[C@H](n2cc(-c3ccc(F)cc3)nn2)C[C@@H]1c1ccc(Cl)cc1
18) Cc1ccc(CNC(=S)Nc2ccc(NS(=O)(=O)c3ccc(C)cc3)cc2)cc1
19) COc1ccc(C(=O)N2CCCC(c3cc(C(=O)NCc4cccnc4)no3)C2)cc1 (centres undefined)
20) C=CCN1C(=O)c2ccc(C(=O)N(C)Cc3ccc(C)o3)cc2C1=O
screen / no.	11	12	13	14	15	16	17	18	19	20
KKLEB tox	-5	-4	7	14	-10	.	-22	-1	2	-2
C8 TRAIL sens	-22	-1	12	4	21	-12	23	16	2	15
NCOA3 inh	9	-1	-42	-6	24	.	0	6	7	25
SRC2 inh	5	-7	-4	15	13	22	0	14	20	-3
TWEAK-Fn14 inh	-27	12	-31	28	-6	10	16	3	-33	16
CF NFkB inh	12	3	1	4	2	.	-23	-35	-32	14
NR2F2 inh	-6	-13	-9	16	6	28	8	15	2	16
TROY signal inh	-9	12	21	0	-21	8	-1	23	7	-6
NCOA1 inh	4	-17	-40	1	18	.	-22	5	14	-10
EBV LMP1 NFkB	-2	21	-16	-4	.	.	-5	-2	.	-2
LRH-1 inv ag	10	5	4	-6	2	-2	24	6	12	14

The closing 2 compounds of the section before come first, to join the parts:
19) COc1ccc(C(=O)N2CCCC(c3cc(C(=O)NCc4cccnc4)no3)C2)cc1 (centres undefined)
20) C=CCN1C(=O)c2ccc(C(=O)N(C)Cc3ccc(C)o3)cc2C1=O
21) Cc1ccccc1NC(NC(=O)OCCn1c([N+](=O)[O-])cnc1C)C(Cl)(Cl)Cl (centres undefined)
22) c1ccc(C2(c3ccccc3)OCC(Cn3cncn3)O2)cc1 (centres undefined)
23) O=C(CN(Cc1ccccc1F)C(=O)c1csnn1)NCc1ccc2c(c1)OCO2
24) CC(Oc1ccc2c3c(c(=O)oc2c1)CCCC3)C(=O)NC1CC(C)(C)NC(C)(C)C1 (centres undefined)
25) CCOC(=O)c1c(C)c(C(=O)NCCCN2CCCC2=O)c(C)n1CC
26) O=[N+]([O-])c1cc(S(=O)(=O)Nc2ccccc2)ccc1NCc1cccnc1
27) CCc1ccc(-c2nc(CN3CCC(C(=O)NCCN(CC)c4ccccc4)CC3)c(C)o2)cc1
28) CN1CCN(c2ncnc3c2ncn3[C@H]2CN(Cc3ccc(F)cc3)C[C@@H](CO)O2)CC1
29) CNC(=O)c1cccc(NC(=O)c2ccccc2OCc2ccccc2)c1
30) Cc1ccc(-c2csc(N)n2)cc1
screen / no.	19	20	21	22	23	24	25	26	27	28	29	30
KKLEB tox	2	-2	4	3	-4	-12	7	-5	-9	6	5	-6
C8 TRAIL sens	2	15	-1	-4	4	25	0	4	26	1	0	-3
NCOA3 inh	7	25	8	-6	-11	-16	5	6	-26	7	13	-61
SRC2 inh	20	-3	0	-27	-27	-14	-1	0	-12	-4	-5	-46
TWEAK-Fn14 inh	-33	16	12	-12	21	-8	6	9	-44	6	17	8
CF NFkB inh	-32	14	-3	-8	0	5	9	8	1	-3	-10	-3
NR2F2 inh	2	16	-4	0	-6	0	8	10	5	1	29	-26
TROY signal inh	7	-6	-17	-39	8	2	-1	27	20	0	5	-34
NCOA1 inh	14	-10	9	-18	-6	-30	1	-1	-36	3	8	-58
EBV LMP1 NFkB	.	-2	-17	-6	0	7	6	1	-64	.	16	-25
LRH-1 inv ag	12	14	8	-14	-9	-4	12	-2	-10	-8	28	-95

Arranged by count of non-hydrogen atoms (rising): part of the list above.
30) Cc1ccc(-c2csc(N)n2)cc1
22) c1ccc(C2(c3ccccc3)OCC(Cn3cncn3)O2)cc1 (centres undefined)
25) CCOC(=O)c1c(C)c(C(=O)NCCCN2CCCC2=O)c(C)n1CC
21) Cc1ccccc1NC(NC(=O)OCCn1c([N+](=O)[O-])cnc1C)C(Cl)(Cl)Cl (centres undefined)
23) O=C(CN(Cc1ccccc1F)C(=O)c1csnn1)NCc1ccc2c(c1)OCO2
24) CC(Oc1ccc2c3c(c(=O)oc2c1)CCCC3)C(=O)NC1CC(C)(C)NC(C)(C)C1 (centres undefined)
27) CCc1ccc(-c2nc(CN3CCC(C(=O)NCCN(CC)c4ccccc4)CC3)c(C)o2)cc1
screen / no.	30	22	25	21	23	24	27
KKLEB tox	-6	3	7	4	-4	-12	-9
C8 TRAIL sens	-3	-4	0	-1	4	25	26
NCOA3 inh	-61	-6	5	8	-11	-16	-26
SRC2 inh	-46	-27	-1	0	-27	-14	-12
TWEAK-Fn14 inh	8	-12	6	12	21	-8	-44
CF NFkB inh	-3	-8	9	-3	0	5	1
NR2F2 inh	-26	0	8	-4	-6	0	5
TROY signal inh	-34	-39	-1	-17	8	2	20
NCOA1 inh	-58	-18	1	9	-6	-30	-36
EBV LMP1 NFkB	-25	-6	6	-17	0	7	-64
LRH-1 inv ag	-95	-14	12	8	-9	-4	-10

(more compounds)
31) CCCCc1ccc(S(=O)(=O)NNC(=S)NCc2ccco2)cc1
32) CCNC(=O)CSc1nnc(-c2cc(-c3ccc(Cl)cc3)nc3ccccc23)o1
33) COC(=O)C1=C(C)N(C)C(=O)NC1c1cc2c(cc1Br)OCO2 (centres undefined)
34) CC(=O)CC(c1ccccc1)c1c(O)c2ccccc2oc1=O (centres undefined)
35) COCCNC(=O)C1CCCN(C(=O)c2nc3ccccc3s2)CC1 (centres undefined)
36) CN(C)c1cc2c3ccccc3n(C)c2cc1N
37) CCO/C(C)=N/n1c2nc3ccccc3nc2c2c(=O)n(Cc3ccccc3Cl)c(C)nc21
38) CC(C)C1N(C(=O)N(C)C)CCN1S(=O)(=O)c1ccccc1 (centres undefined)
39) COc1ccccc1C(CNC(=O)c1cccc(S(=O)(=O)N2CCCc3ccccc32)c1)N(C)C (centres undefined)
40) CCC(=O)NC(=S)Nc1ccc(S(=O)(=O)N2CCN(C)CC2)cc1
screen / no.	31	32	33	34	35	36	37	38	39	40
KKLEB tox	-7	-2	1	8&-2&-23	23	-10	10	-9	-16	-11
C8 TRAIL sens	-4	-6	-6	-9&-4&14	-13	-5	-18	-12	-1	-9
NCOA3 inh	10	3	-10	9&4&-5	-15	-12	0	-1	4	9
SRC2 inh	-28	12	9	-22&5&0	-28	3	-21	-3	5	-28
TWEAK-Fn14 inh	31	0	24	0&-1&9	9	5	10	-10	17	-45
CF NFkB inh	17	10	5	-27&-15&-2	-7	5	-27	4	18	-6
NR2F2 inh	4	5	4	4&-9&-12	2	-12	3	-2	0	-3
TROY signal inh	7	-2	3	-1&4&-4	24	-11	-8	2	11	8
NCOA1 inh	4	1	2	4&10&-29	-4	-7	1	11	-2	-17
EBV LMP1 NFkB	11	-4	2	-20&-1&1	.	3	-2	0	-5	6
LRH-1 inv ag	-4	-4	0	-1&-6&-7	-22	-28	-16	-1	5	5

41) CC(C)N1CCC(=NNc2ccc(S(=O)(=O)N3CCOCC3)cc2[N+](=O)[O-])CC1
42) CC(C)(C)c1ccccc1OCC(=O)Nc1ncn[nH]1
43) C[C@]12CCC(=O)C[C@@H]1CC[C@@H]1[C@@H]2CC[C@]2(C)C=CC[C@@H]12
44) O=C(Nc1cccc(S(=O)(=O)NC2=NCCC2)c1)c1cc(=O)[nH]c2ccccc12
45) COc1ccc(N(C)S(=O)(=O)c2cccc(C(=O)NCC(c3ccco3)N3CCCC3)c2)cc1 (centres undefined)
46) COC(=O)c1cccc(-c2noc(-c3ccccc3F)n2)c1
47) Cc1cc(O)ccc1N/C=C/c1onc(C)c1[N+](=O)[O-]
48) CCCCCC(=O)NCC(C)NC(=O)CCCCC (centres undefined)
49) CCn1c(SCC(=O)Nc2ccc3c(c2)OCCO3)nnc1-c1cccnc1
50) O=C(O)c1ccc(N2C(=O)/C(=C/c3ccc(-c4ccc([N+](=O)[O-])cc4)o3)C=C2c2ccccc2)cc1
51) C[C@H](CO)N1C[C@H](C)[C@@H](CN(C)Cc2ccccc2)Oc2c(NC(=O)Cc3ccccc3)cccc2C1=O
52) Cc1ccsc1C1Nc2ccccc2C(=O)N1O (centres undefined)
screen / no.	41	42	43	44	45	46	47	48	49	50	51	52
KKLEB tox	5	6	30	-2	-20	-3	-52*	-13	1	-40	-2	1
C8 TRAIL sens	4	-13	24	-5	23	23	8	-5	-2	5	6	2
NCOA3 inh	-5	14	-8	-2	-12	-107	-75	12	-11	-3	23	-9
SRC2 inh	17	11	-8	23	-13	-30	-74	-21	-12	.	-7	-16
TWEAK-Fn14 inh	6	-17	-21	-22	17	-35	3	-18	45	9	12	-31
CF NFkB inh	-2	-13	22	8	4	-13	37	9	0	41	4	-4
NR2F2 inh	12	11	10	8	-2	-23	-53	6	10	.	15	-8
TROY signal inh	20	8	-14	-2	-8	-15	37	12	0	2	11	-25
NCOA1 inh	-1	7	8	8	-12	-133	-122	-13	-10	0	-7	-24
EBV LMP1 NFkB	1	3	-12	0	-5	38	-26	1	-5	9	-1	0
LRH-1 inv ag	19	6	8	4	-8	-193	-85	6	8	-3	11	-32
